# Assay outcomes: PubChem BioAssay, National Center for Advancing Translational Sciences (NCATS)
# TSG101-PTAP inh – blocks PTAP/TSG101 interaction to inhibit HIV-1 budding; Potency, µM (titrated, usually from 115 µM), inactives show at the top dose activity change, negative = inhibition, usual class: inhibitors; AID 493005; Q99816; Fluorescence polarization, FITC-PTAP peptide / Tsg101 binding; 340,000 tested, under 10 active; active = well fitted inhibition curve with a large enough effect in the main read-out, with a control signal flat, not every such curve was filed as active; inconclusive = small, poorly fitted or top-dose-only effect, or effect the other way, or a change in a side signal; inactive = no such curve, though single readings can be large or run the other way; also: potency is read from the fitted curve at half-maximal effect; % of control where 0% means no effect
#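 Steps: Tsg101 binding domain dispensed (10 uM final), compounds pinned in DMSO, FITC-labeled PTAP-motif peptide added (50 nM final); after 20 min binding at room temperature, polarization measured.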
# USP2a block – USP2a (human) protease inhibition. 330,000 tested, 0.01% active. O75604. USP2 core, Ub-CHOP2 coupled fluorogenic reporter, 485/531. Potency, µM (series often up to 38.3 µM), without a hit: at the highest dose activity change, negative = inhibition, hits mostly inhibitors;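 also: potency is read from the fitted curve at half-maximal effect; plate controls were DMSO wells for no effect and full inhibition by NEM control for full effect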
#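 Cell-free coupled assay: 10nM USP2 core preincubated 30min RT with compound in Tris-HCl pH 8.0/CaCl2/CHAPS buffer, then 25nM Ub-CHOP2 and 25nM reporter substrate; fluorescence (Ex 485/Em 531) read after 60min RT, normalized to NEM inhibition, concentration-response curves fitted.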
# p53 reactivation – mutant p53 re-activation in reporter cells; Potency, µM (titrated, usually from 92.2 µM), inactives show at the highest dose activity change, positive = activation, actives largely listed as activators; 320,000 tested, 0.063% active; AID 504706; H1299 p53-A138V BP100-luciferase reporter, luminescence, 24 h; also: potency is read from the fitted curve at half-maximal effect; % of control where 0% means no effect; nearly all actives have a fitted effect of over 45% in size
#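 H1299 (p53-null), stable ts p53-A138V + BP100-Luc; 1000 cells/well, Opti-MEM/10% FBS; cpd 4 pt, 1:5; 24 h, 37 deg C, 5% CO2; detection reagent 10 min RT; luminescence.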
# ELG1 genotox – genotoxicity induction in ELG1-luciferase HEK293T cells. HEK293T ELG1-luciferase reporter, luminescence, 16 h. AID 504466. 330,000 tested, 1.3% active. Potency, µM (top dose mostly 46 µM), inactives show at the highest dose activity change, positive = activation, most hits filed as activators; also: potency is read from the fitted curve at half-maximal effect; % of control where 0% means no effect; nearly all actives have a fitted effect of over 60% in size
#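 Genotoxicity was scored as increased ELG1-luciferase reporter signal, measured by ONE-Glo luminescence (30 min, room temperature). Compound or vehicle exposure of the HEK293T reporter cells lasted 16 hr at 37°C.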
# uPA surface inh – cell surface uPA generation inhibition. AID 540303. Potency, µM (doses to about 38.3 µM), for inactives: top-dose activity change, negative = inhibition, hits mostly inhibitors. cell surface uPA generation assay, qHTS. 330,000 tested, 0.31% active; active = well fitted inhibition curve with a large enough effect; inconclusive = small, poorly fitted or top-dose-only effect; inactive = no such curve, though single readings can be large or run the other way; tested in mouse RAW 264.7 cells; also: potency is read from the fitted curve at half-maximal effect; % is scaled to controls: 0 for no effect and ±100 for the full control effect; nearly all actives have a fitted effect of over 55% in size
# Integrin act MD – integrin-mediated muscular dystrophy alleviation activation | alpha7betagal myoblasts, beta-gal FDG fluorescence, 48 h | 350,000 tested, 0.064% active | AID 624291 | Potency, µM (top dose mostly 38.3 µM), inactives show at the highest dose activation, hits mostly activators;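 also: potency is read from the fitted curve at half-maximal effect; 100% = response of the positive control SU9516; nearly all actives have a fitted effect of over 60% in size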
#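 Alpha7betagal+/- myoblasts (passage 13) were plated 16-24 hr, then exposed to compounds (1:260 dilution of DMSO stock) for 48 hours at 37C. After MPER lysis, β-galactosidase reporter activity was read as FDG fluorescence (ex 480/em 540) after 30 minutes.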
# TRPV1 agonist – activates the human vanilloid receptor TRPV1; activation, % at 8.33 µM; 320,000 tested, 0.19% active; Q8NER1; TRPV1-expressing cells, Fluo-8 calcium influx, agonist mode; in the data active = activation above about 80%; inconclusive = between about 30% and that limit; also: 0% is about no effect
#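 Cells expressing TRPV1 were dye-loaded with Fluo-8 and read kinetically: 10 s baseline, 3 min after compound (agonist portion), then 2 min after EC20 capsaicin (allosteric enhancer portion). Calcium-bound dye fluorescence at 480/520 nm.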
# Eya2 inh – blocks the phosphatase activity of human Eya2 | O00167 | recombinant Eya2, OMFP fluorescence dephosphorylation (OMFP is methylfluorescein phosphate) | Potency, µM (highest dose often 76.9 µM), for the others: at the highest dose activity, negative = inhibition, most hits filed as inhibitors | 330,000 tested, 0.006% active | AID 488837; also: potency is read from the fitted curve at half-maximal effect; % is scaled to controls: 0 for no effect and ±100 for the full control effect
# Target sequence (O00167 whole entry, looked up): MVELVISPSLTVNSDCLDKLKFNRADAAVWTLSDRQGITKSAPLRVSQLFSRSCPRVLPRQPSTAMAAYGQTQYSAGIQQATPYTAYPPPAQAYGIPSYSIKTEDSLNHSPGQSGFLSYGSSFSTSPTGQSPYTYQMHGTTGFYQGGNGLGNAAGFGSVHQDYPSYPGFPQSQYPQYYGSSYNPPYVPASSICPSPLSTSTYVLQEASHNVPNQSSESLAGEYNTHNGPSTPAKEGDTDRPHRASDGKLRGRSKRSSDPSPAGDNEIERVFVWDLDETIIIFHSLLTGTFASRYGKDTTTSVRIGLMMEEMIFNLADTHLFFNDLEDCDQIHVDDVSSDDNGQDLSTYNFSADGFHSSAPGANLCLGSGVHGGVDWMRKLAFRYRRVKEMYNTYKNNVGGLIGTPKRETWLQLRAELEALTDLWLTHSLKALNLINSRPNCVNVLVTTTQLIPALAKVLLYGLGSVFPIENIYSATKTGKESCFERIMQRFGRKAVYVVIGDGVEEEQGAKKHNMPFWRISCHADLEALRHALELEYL
#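 Eya2 protein (added as 0.2 uM solution) was preincubated with compound for 10 min at ambient temperature in 50 mM HEPES pH 7.5, 50 mM NaCl, 5 uM MgCl2, 0.05% BSA, 1 mM DTT. OMFP (added at 50 uM) then reacted 10 min; fluorescence read at 485/525 nm.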
# BRCA1 expr act – activators of BRCA1 expression | MCF7-BRCA1-FFLuc reporter, luminescence, 48 h; response scale: scaled: vehicle 0%, 10 µM genistein 100% | Potency, µM (top dose mostly 46.1 µM), inactives show at the highest dose activation, usual class: activators | 380,000 tested, 1.1% active | AID 624202; also: potency is read from the fitted curve at half-maximal effect; nearly all actives have a fitted effect of over 80% in size; some results filed as inactive show a strong effect at the top dose
#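 MCF7 cells carrying a BRCA1-firefly luciferase reporter (2000 cells/well, phenol-red free MEM) were attached for 2 h at 37 °C, then given compounds for 48 h. Luminescence was read 15 min after luciferase reagent; activity normalized to genistein (10 microM) and DMSO.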
# ASM inhibitor – human S-ASM enzyme inhibition; placental ASM, HMU-PC fluorogenic substrate, 60 min; Potency, µM (doses to about 57.5 µM), for the others: at the highest dose activity change, negative = inhibition, usual class: inhibitors; 340,000 tested, 0.006% active; AID 504937; also: potency is read from the fitted curve at half-maximal effect
# Target sequence (P17405 47-631 limits assumed): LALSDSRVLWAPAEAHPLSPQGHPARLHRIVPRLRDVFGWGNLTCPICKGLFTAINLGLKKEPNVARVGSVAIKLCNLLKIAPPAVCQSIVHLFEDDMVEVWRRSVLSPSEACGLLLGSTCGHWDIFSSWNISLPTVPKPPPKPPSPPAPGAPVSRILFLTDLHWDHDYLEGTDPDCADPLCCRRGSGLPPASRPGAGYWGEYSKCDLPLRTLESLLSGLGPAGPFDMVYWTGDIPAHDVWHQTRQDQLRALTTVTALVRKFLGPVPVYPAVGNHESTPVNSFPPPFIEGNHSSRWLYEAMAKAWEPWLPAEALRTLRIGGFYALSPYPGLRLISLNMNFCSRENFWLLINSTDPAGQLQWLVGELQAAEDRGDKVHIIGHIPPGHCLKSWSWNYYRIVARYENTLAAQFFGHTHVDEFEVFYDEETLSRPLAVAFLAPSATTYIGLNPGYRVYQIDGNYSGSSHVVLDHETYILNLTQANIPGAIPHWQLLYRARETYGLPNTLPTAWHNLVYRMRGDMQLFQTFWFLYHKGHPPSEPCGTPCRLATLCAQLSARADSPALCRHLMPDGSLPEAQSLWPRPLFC
#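 HMU-PC0 cleavage (9 uM final) by human placental ASM, 60 min at 37 °C following 10 min compound exposure at RT; stopped at pH 10, fluorescence Ex 386/Em 447 nm.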
# B2AR arrestin – recruits beta-arrestin to the human beta2-adrenergic receptor | 330,000 tested, 0.02% active | beta-arrestin recruitment to beta2AR, cell-based reporter | P07550 | Potency, µM (top dose mostly 46.1 µM), for inactives: at the top dose activation, most hits filed as activators | AID 492947;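 also: potency is read from the fitted curve at half-maximal effect; 0% = DMSO controls and full agonism = EC100 isoproterenol or metaproterenol; nearly all actives have a fitted effect of over 65% in size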
# * hit, by the source's call; u = inconclusive; x = no result given; [ ] = dose if it differs, or a comment. Unless noted, calls follow the shape of the dose curve; as a rule, active = well fitted curve in the direction sought with a large enough effect; inconclusive = small, poorly fitted or top-dose-only effect, or another doubt; inactive = no such curve, though single readings can be large; an effect the other way counts as inactive or inconclusive. Compounds were not picked by outcome. About 2.6% of those tested had a hit in this group.
Structure | TSG101-PTAP inh | USP2a block | p53 reactivation | ELG1 genotox | uPA surface inh | Integrin act MD | TRPV1 agonist | Eya2 inh | BRCA1 expr act | ASM inhibitor | B2AR arrestin
C=CCn1c(SCC(=O)NC2CCS(=O)(=O)C2)nc2sc(CC)cc2c1=O (stereo not given) | 0% | 2% | -2% | 0% | 2% | 3% | -1 | 15% | 12% | -2% | -0.1%
Cc1ccccc1/C=C/C(=O)N1CCOCC1 | -7% | -3% | 10% | 6% | 2% | 19% | u | 8% | 96% | 1% | -0.4%
CC(C)CN1C(=O)C(=O)N(CC(=O)N2c3ccccc3NC(=O)CC2C)C1=O (stereo not given) | 0% | 0% | 2% | 3% | 4% | 22% | 0 | -9% | 3% | 0% | -0.2%
CCOC(=O)N1CCC(n2c(SCC(=O)NCCC3=CCCCC3)nc3ccccc3c2=O)CC1 | 1% | -6% | 4% | -9% | x | -21% | 14 | -4% | -52% | -7% | 0.0%
Cc1cc(OC(=O)c2ccc(F)cc2)c([N+](=O)[O-])c(=O)[nH]1 | 2% | 1% | 0% | 1% | -3% | 13% | 9 | 3% | -6% | 1% | 0.0%
O=C(C1CCC1)N1CCc2cc(S(=O)(=O)NCc3ccccn3)ccc21 | -8% | 2% | 0% | 0% | -5% | 9% | 3 | 9% | -2% | -1% | 0.2%
O=C(O)c1ccccc1C=NNc1ccccn1 | -3% | x | x | x | 10% | -29% | x | x | 2% | 0% | x
Cc1ccc(C)c(NNC(=O)C(=O)NNc2cc(C)ccc2C)c1 | -2% | 2% | -2% | 1% | 0% | 2% | 0 | u | -18% | -3% | 0.4%
Cc1nc(N2CCOCC2)c2c(C)c(C(=O)Nc3ccc(F)cc3Cl)sc2n1 | 0% | -6% | 2% | 0% | -2% | 8% | 8 | -13% | 18% | 4% | 0.0%
C=CCOc1ccc(/C=C2\C(=N)N3N=C(S(=O)(=O)CC)SC3=NC2=O)cc1OC | -5% | 1% | 0% | 11% | 6% | 16% | -7 | 2% | -26% | -29% | 0.4%
COc1cccc(Nc2ccc(-n3ccnc3)nn2)c1 | -4% | 0% | 3% | 5% | -2% | 7% | -1 | 14% | 14% | 0% | -0.7%
COc1cc(OC)c(C2=Nc3ccc(Br)cc3C(c3ccccc3)N2CC(=O)NN)cc1OC (stereo not given) | -3% | 5% | -2% | 10% | 20% | 38% | 2 | -21% | -24% | -3% | 0.9%
N=c1oc2ccccc2cc1C(=O)NCc1ccccc1 | -3% | 2% | u | 18% | 0% | -15% | 9 | -8% | 4% | 1% | -0.9%
CCNC(=O)COC(=O)c1cc(-c2ccccc2)nn1-c1ccccc1 | 1% | -1% | 1% | 4% | 3% | 2% | 10 | -9% | 10% | -3% | -0.1%
Nn1c(SCC(=O)Nc2nnc(-c3ccccc3)o2)nnc1C1CC1 | -7% | 1% | 5% | -1% | 4% | 20% | -1 | -23% | 13% | 7% | 0.2%
O=C(NCc1ccccc1)c1cnc2n(c1=O)CCS2 | -1% | 1% | -5% | -1% | -2% | -5% | 0 | 10% | 37% | -3% | -0.9%
CCCCCCC(=O)N(O)C1CC(=O)N(c2ccc(Cl)cc2)C1=O (stereo not given) | 1% | 2% | -7% | 10% | -6% | 3% | -3 | -5% | 0% | -2% | 0.3%
Cc1ccc(C(=O)N/C(=C/c2ccco2)C(=O)N2CCC(C)CC2)cc1 | 2% | 1% | -1% | -2% | 1% | 34% | 1 | -8% | -23% | -3% | -0.6%
COc1ccccc1NS(=O)(=O)c1cc(NC(=O)c2ccco2)ccc1N1CCOCC1 | -5% | -5% | u | 6% | -4% | 35% | 9 | 6% | -46% | -4% | 0.4%
COc1ccc(S(=O)(=O)c2c(O)c3ccc(C(=O)Nc4ccc(F)cc4)cc3[nH]c2=O)cc1 | -6% | 0% | 0% | -1%[9.26 µM] | 0% | 3% | -5 | 9% | 5% | 8% | -0.2%
CN(CC(=O)Nc1ccc(F)cc1)C(=O)Cc1ccsc1 | 1% | -2% | 0% | -2% | 20% | 7% | 1 | 3% | -10% | 2% | 0.0%
O=C(Nc1ccc(Cl)cc1F)C1CC(=O)N(Cc2ccco2)C1 (stereo not given) | -2% | 2% | 4% | -2% | 0% | -26% | -3 | 14% | 5% | 0% | -0.1%
CNc1nnc(-c2cc3cc(Cl)ccc3oc2=O)s1 | -2% | 0% | 27% | 18µM* | -9% | 1% | 2 | 5% | 10µM* | 9% | -0.3%
CSc1ccccc1NC(=O)COC(=O)CSc1ccc(C)cc1 | -5% | 1% | 3% | 4% | 5% | 21% | 0 | -11% | -14% | 0% | -0.7%
Cc1ccc(-n2nnnc2-c2ccco2)cc1 | -2% | 2% | 6% | 2% | -3% | -2% | -3 | -8% | -6% | 4% | -0.2%
C#CCNC(=O)C1=C[C@H](C2CCCCC2)C[C@H](OCCCCO)O1 | -3% | 3% | -3% | 10% | 1% | 4% | 2 | 8% | -7% | -5% | 0.3%
CN(C)c1ccc(C(=O)/C=C/c2ccco2)cc1 | 0% | 4% | u | u | 1% | 0% | 16 | -5% | u | -8% | -1.1%
CCOC(=O)N1CCN(C(=O)CSc2ccc(-c3ccncc3)nn2)CC1 | 1% | 2% | -5% | 3% | -2% | -24% | -2 | -9% | -1% | 0% | -0.6%
CC(C)NS(=O)(=O)c1ccc(CCC(=O)N2CCc3ccccc3C2)cc1 | -6% | 1% | 3% | 0% | 0% | -36% | 15 | 4% | -1% | -6% | -0.1%
CC(=O)N1CCN(c2ccccc2NC(=O)c2ccc3ccccc3c2)CC1 | -3% | 3% | -5% | -3% | -1% | 14% | 19 | 0% | -52% | 2% | 0.2%

# Sorted by number of heavy atoms (rising): part of the list above.
Structure | TSG101-PTAP inh | USP2a block | p53 reactivation | ELG1 genotox | uPA surface inh | Integrin act MD | TRPV1 agonist | Eya2 inh | BRCA1 expr act | ASM inhibitor | B2AR arrestin
CN(C)c1ccc(C(=O)/C=C/c2ccco2)cc1 | 0% | 4% | u | u | 1% | 0% | 16 | -5% | u | -8% | -1.1%
O=C(NCc1ccccc1)c1cnc2n(c1=O)CCS2 | -1% | 1% | -5% | -1% | -2% | -5% | 0 | 10% | 37% | -3% | -0.9%
CC(=O)N1CCN(c2ccccc2NC(=O)c2ccc3ccccc3c2)CC1 | -3% | 3% | -5% | -3% | -1% | 14% | 19 | 0% | -52% | 2% | 0.2%
CCOC(=O)N1CCC(n2c(SCC(=O)NCCC3=CCCCC3)nc3ccccc3c2=O)CC1 | 1% | -6% | 4% | -9% | x | -21% | 14 | -4% | -52% | -7% | 0.0%

# (cont.)
Structure | TSG101-PTAP inh | USP2a block | p53 reactivation | ELG1 genotox | uPA surface inh | Integrin act MD | TRPV1 agonist | Eya2 inh | BRCA1 expr act | ASM inhibitor | B2AR arrestin
O=C(CN(Cc1ccco1)C(=O)c1cc(=O)[nH]c2ccccc12)Nc1ccccc1Br | -3% | -2% | -9% | -4% | -1% | -15% | 1 | 4% | -7% | -2% | 0.2%
O=C(N/N=C/c1ccco1)c1ccc(N2CCCC2=O)cc1 | -8% | 1% | u | 9% | -3% | -2% | 2 | -3% | 26% | 3% | 0.1%
CC[n+]1c(/C=C2\Sc3ccccc3N2C)ccc2cccc(C)c21 | 19% | -2% | 0% | -19% | x | -959%[inhibitor] | 25 | u | -76% | -18% | -0.1%
Cc1[nH]c2ccc(-c3nnc(SCC(=O)NCc4ccco4)n3Cc3ccccc3)cc2c1C | -1% | -9% | -4% | -26% | -3% | 0% | -4 | -3% | -27% | -11% | 3.1%
O=C(CCCc1cccs1)N1CCN(S(=O)(=O)c2ccccc2Br)CC1 | -5% | 4% | 1% | -14% | 2% | 1% | 21 | -5% | -25% | -1% | 0.5%
Cc1ccc(-n2c(C)cc(/C=N/NC(=O)c3ccncc3)c2C)c(C)c1 | -10% | -4% | 0% | -4% | x | -7% | 4 | -2% | -16% | -10% | -0.3%
COc1cccc(NC(=O)N(Cc2cc3cc(C)cc(C)c3[nH]c2=O)CC2COCCO2)c1 (stereo not given) | -14% | 6% | -5% | -3% | -5% | -11% | 0 | 1% | -14% | -12% | -0.1%

# Sorted by value in Integrin act MD (largest number first): three from the list above
canonical_smiles	Integrin act MD
O=C(N/N=C/c1ccco1)c1ccc(N2CCCC2=O)cc1	-2%
COc1cccc(NC(=O)N(Cc2cc3cc(C)cc(C)c3[nH]c2=O)CC2COCCO2)c1 (stereo not given)	-11%
O=C(CN(Cc1ccco1)C(=O)c1cc(=O)[nH]c2ccccc12)Nc1ccccc1Br	-15%
